RAD54 branch: blocks human RAD54 Holliday junction branch migration; FAM/BHQ fluorescence; inhibition, % at 10.4 µM; actives 0.14% (n = 360,000);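 active means mean normalized replicate activity at least 40 and at least half of replicates scoring 40 or more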;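 further: 0% = median of neutral control wells and 100% = median of positive control wells; inhibitors cause a drop in the FAM fluorescence signal; in these data hits start at about 50%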
Target sequence (Q92698 whole entry, looked up): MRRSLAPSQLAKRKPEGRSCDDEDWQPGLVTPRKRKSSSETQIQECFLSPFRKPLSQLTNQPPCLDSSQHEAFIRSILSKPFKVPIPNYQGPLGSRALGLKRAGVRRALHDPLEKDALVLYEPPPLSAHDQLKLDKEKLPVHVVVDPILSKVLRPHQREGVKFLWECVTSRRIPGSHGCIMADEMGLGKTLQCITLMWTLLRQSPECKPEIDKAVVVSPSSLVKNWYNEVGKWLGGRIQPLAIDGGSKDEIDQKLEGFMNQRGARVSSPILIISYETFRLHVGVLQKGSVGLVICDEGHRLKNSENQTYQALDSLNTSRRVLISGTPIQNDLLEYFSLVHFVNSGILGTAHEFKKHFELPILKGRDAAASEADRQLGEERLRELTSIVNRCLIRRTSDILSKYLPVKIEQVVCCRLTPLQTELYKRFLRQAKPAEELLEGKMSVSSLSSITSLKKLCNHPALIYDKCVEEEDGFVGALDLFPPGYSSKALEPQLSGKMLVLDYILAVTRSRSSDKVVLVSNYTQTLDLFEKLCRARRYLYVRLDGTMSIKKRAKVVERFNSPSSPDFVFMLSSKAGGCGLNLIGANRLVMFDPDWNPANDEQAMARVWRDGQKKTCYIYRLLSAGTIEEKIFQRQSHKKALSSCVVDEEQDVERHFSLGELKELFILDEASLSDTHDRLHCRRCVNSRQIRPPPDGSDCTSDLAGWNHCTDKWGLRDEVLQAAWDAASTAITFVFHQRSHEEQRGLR
The depositor's hits bear a star. The list is partial. The share of hits here may be higher or lower than overall.

SMILES | RAD54 branch
COc1ccc(/C=C2/C(=O)ON=C2c2ccccc2)cc1OC | -11
CCc1nc2ccccc2c(=O)n1NC(=O)c1c(O)c2cccc3c2n(c1=O)CCC3 | 0
Cc1cccc(Cc2c(C)nc3c(C(=O)N4CCN(Cc5ccc6c(c5)OCO6)CC4)cnn3c2C)c1 | -2
Cn1c(SCC(=O)N2CCCCCC2)nc2c([nH]c3ccccc32)c1=O | 12
CCC(=O)Nc1nnc(CSCc2ccc(F)cc2)s1 | -7
CCOc1cc2c3c(c1)C1(C(=O)N3C(C)(C)C=C2C)C(C#N)=C(N)Oc2cc(O)ccc21 (configuration not stated) | -12
Cc1nnc(SCC(=O)Nn2cnnc2)s1 | -4
O=C(Nc1ccc(-c2cn3ccsc3n2)cc1)C1CC1 | -3
Cc1cc(=O)[nH]c2ccccc12 | 4
Cc1ccc2cc(C)c3nnc(SCC(=O)Nc4nc5c(s4)CCCC5)n3c2c1C | 3
CC1(C)Cc2c(sc3c2c(=N)n(Cc2ccco2)c(=O)n3Cc2ccccc2)CO1 | -8
COC(=O)C1=C(N)OC2=C(C(=O)CC(C)(C)C2)C1c1cccs1 (configuration not stated) | -11
O=C(NC(Cc1c[nH]c2ccccc12)c1nnc2n1CCCCC2)c1ccccc1 (configuration not stated) | -4
CCC1Oc2ccccc2N(Cc2ccccc2C)C1=O (configuration not stated) | 5
COc1cc2cc3c(N)c(C(=O)Nc4sc(C)c(C)c4C#N)sc3nc2cc1OC | -15
CCOC(=O)c1oc2cccc(O)c2c1CN(Cc1ccccc1)C(C)=O | -16
CCOC(=O)C1=NN(c2cccc(C)c2)C2(S1)SC(C(C)=O)=C(C)N2c1ccccc1 (configuration not stated) | -2
Cc1cc(C)nc(SCC(=O)O)n1 | -2
CC(O)c1nc2ccccc2n1Cc1nnc(-c2ccc(Cl)cc2)o1 (configuration not stated) | -12
CCCCC(CC)CNC(=O)CCS(=O)(=O)c1cccc2nonc12 (configuration not stated) | -5
CN(c1ccc(C(=O)Nc2nccs2)cc1)S(=O)(=O)c1ccccc1 | 1
CSc1ccn(CCC(=O)O)c(=O)n1 | -7
Cc1nn(-c2ccccc2)c2sc(C(=O)O)cc12 | -6
COC(=O)C(C)Oc1ccc(-c2nccc(-c3cccs3)n2)cc1 (configuration not stated) | 2
Clc1ccc(OCCOCCN2CCCCC2)c(Br)c1 | 1

(cont.)
SMILES | RAD54 branch
COc1ccc(CCC(=O)N2CCN(C3CCCCC3)CC2)cc1 | 3
O=C(O)c1ccc(N2Cc3ccccc3C2)cc1O | 6
CC(C)CC(=O)NC1(C(F)(F)F)C(=O)N(Cc2ccccc2)C2=C1C(=O)CC(C)(C)C2 (configuration not stated) | -5
Cc1[nH]c2ccccc2c1C(=O)CN1CCCCC1C (configuration not stated) | 1
Cn1c(Cc2ccccc2)nnc1SCC(=O)c1ccc(Br)s1 | 3
CCOC(=O)C1CCN(C(=O)c2sc3nc(-c4ccc(F)cc4)cn3c2C)CC1 | 17
Cc1ccc(SCC(=O)N2CCOCC2)cc1 | 8
Nc1nc(N2CCCCC2)nc2ccccc12 | 11
O=C(Nc1ccccc1Cl)NC1(C(=O)NCCCN2CCOCC2)CCCCC1 | -15
Cc1cc(OC(=O)c2ccccc2)n(CCC#N)n1 | -11
O=C1C2C3C=CC(C3)C2C(=O)N1c1n[nH]c(-c2ccccc2)n1 (configuration not stated) | -3
COC(=O)CN1C(=O)Nc2ccc(Br)cc2C1c1ccccc1 (configuration not stated) | 8
CN(C(=O)c1ccncc1)c1nnc(-c2ccncc2)s1 | 1
O=C1CC(N2CCOCC2)C(=O)N1c1cc(Cl)cc(Cl)c1 (configuration not stated) | -8
COc1ccccc1Nc1nnc(SCC(=O)c2cc(C)n(CC3CCCO3)c2C)s1 (configuration not stated) | -4
N#Cc1cn(-c2ccccc2)nc1-c1ccco1 | 3
COc1ccc(S(=O)(=O)n2nc(OC(=O)c3ccccc3Br)cc2N)cc1 | 2
COc1cc(S(=O)(=O)N2CCN(Cc3ccccc3)CC2)ccc1Br | -5
COc1ccc(S(=O)(=O)NCCSC(C)(C)C)cc1Cl | -1
COc1ccccc1NC(=O)c1ccc(NC(=O)CSc2nnnn2C)cc1 | -1
CC(C)c1c(C#N)c(N)nc(SCC(=O)c2cc3ccccc3oc2=O)c1C#N | -15
CCOC(=O)CN(C(=O)CN1CCOCC1)c1ccc(Br)cc1 | -7
CCOc1ccc(NC(=O)Cc2c(O)c3ccccc3[nH]c2=O)cc1 | 0
CC1Cc2ccccc2N1C(=O)COC(=O)c1ccc(S(=O)(=O)N(C)C)cc1 (configuration not stated) | 2
Nn1c(SCC(=O)NC2CCCc3ccccc32)nnc1-c1cccs1 (configuration not stated) | -5

The list continues:
SMILES | RAD54 branch
Clc1ccc(-c2n[nH]c3c2CCC3)c(Cl)c1 | -7
O=C1CC(N2CCN(C/C=C/c3ccccc3)CC2)C(=O)N1Cc1ccc(N2CCCC2=O)cc1 (configuration not stated) | 9
COc1ccc(CCNC(=O)C2CC(=O)N(c3ccccc3)C2)cc1OC (configuration not stated) | -14
CCNC(=S)NNC(=O)c1cc(-c2cccc(OCC)c2)nc2ccccc12 | 0
Cc1cc(C)c(S(C)(=O)=O)c(Oc2cccc(Cl)c2)n1 | -6
COCc1nc(-c2cc(OC)c(OC)c(OC)c2)no1 | -19
Cc1snc(SCC(=O)N/N=C(\N)COc2ccc(F)cc2)c1C#N | 1
CCOc1ccc(N2C(=O)CC(N3CC(C)OC(C)C3)C2=O)cc1 (configuration not stated) | 2
COc1cc(N2CN=c3s/c(=C\c4ccccn4)c(=O)n3C2)cc(OC)c1OC | 5
O=c1cc(O)nc(SCc2ccccc2)n1-c1ccc(F)cc1 | 3
CCOC(=O)C(C(=O)OCC)N(C#N)c1nc(SC)nc(N(C)C)n1 | 7
CNS(=O)(=O)c1cccc2cccnc12 | 2
CSc1nc2nc(C(F)(F)F)cc(-c3ccccc3)n2n1 | 6
O=C(OCCN1C(=O)CCC1=O)c1ccc(S(=O)(=O)N2CCCCC2)cc1 | 6
O=C(NC(=S)Nc1ccc(Oc2ccccc2)cc1)c1ccc(Cl)cc1 | 5
COc1ccc(N2CCN(C(=O)CNC(=O)Cn3c(C)cc4ccccc4c3=O)CC2)cc1 | -4
Cc1cccc(-c2nc(CS(=O)CC(=O)NCCCSC3CCCCC3)c(C)o2)c1 (configuration not stated) | -7
CCC1CCCCN1C(=O)N[C@@H](CCSC)C(=O)OC (some centres not stated) | -3
CCOC(=O)C1CN(S(=O)(=O)c2ccccc2)c2cc(S(=O)(=O)CC)ccc2O1 (configuration not stated) | -19
COC(=O)c1cn(NC(=O)c2cc(OC)c(OC)c(OC)c2)c(=O)c2ccccc12 | -1
COc1cccc(C(=O)c2c[nH]c(C(=O)NCc3cccs3)c2)c1 | -1
Cc1ccc(-c2cc(-c3ccccc3Cl)[nH]n2)c(O)c1 | 9
CN(C)/C=c1\sc2c(C#N)cc(C(=O)c3ccc(Br)cc3)n2c1=O | -21
Cc1cc(C(=O)OCC(=O)Nc2cccc(S(=O)(=O)N3CCOCC3)c2)c(C)o1 | -8
Cc1cc(NC(=O)CSc2nnc(-c3ccc(Cl)s3)o2)no1 | 4

The list goes on:
SMILES | RAD54 branch
CCOC(=O)CSc1nc(-c2ccccc2)nc2ccccc12 | 3
Cn1c(CNc2nc(-c3ccccc3)cs2)nnc1SCC(=O)OC1CCCCC1 | 4
Cc1onc(-c2ccccc2Cl)c1C(=O)Nc1sc2c(c1C(N)=O)CCC(C)C2 (configuration not stated) | 5
Cc1ccc(C(=O)Nc2ccc3c(c2)OCO3)cc1S(=O)(=O)N1CCCC1 | -1
O=C(CSc1nc2ccccc2s1)N1CCN(C(=O)c2ccco2)CC1 | -4
C=C(C)C1CC=C(C)/C(=N/NC(=O)COc2cccc3ccccc23)C1 (configuration not stated) | -6
COCCNS(=O)(=O)c1cc(F)ccc1OC | -7
Cc1ccc(-c2nc3ccccc3s2)cc1S(=O)(=O)N1CCOCC1 | -8
O=C(O)C1CCCCC1C(=O)NCCC(c1ccccc1)c1ccccc1 (configuration not stated) | -4
O=C(CSc1nc2ccccc2c(=O)[nH]1)N1CCOCC1 | 1
CC(C)(C)NC(=O)NC(=O)COc1ccccc1C#N | 1
COc1ccc(CCNC(=O)CN(C2CCCCC2)S(C)(=O)=O)cc1OC | -4
CCN1CCN(C(=S)c2ccc(OCC(=O)N3CCOCC3)cc2)CC1 | -2
N#CC1=C2SCN(Cc3ccco3)CN2C(=O)CC1c1ccc(Cl)cc1 (configuration not stated) | -6
O=C(O)c1ccc(C(=O)Nc2cccc(NC(=O)C3CCCO3)c2)cc1 (configuration not stated) | -2
O=C(COc1ccc2ccccc2c1)NC1=NCCS1 | -6
CCCCn1c(SCc2ccc(Cl)cc2)nc2c1c(=O)[nH]c(=O)n2C | 5
COc1ccc(N2CCN(C(c3cc(OC)ccc3OC)c3nnnn3CC3CCCO3)CC2)cc1 (configuration not stated) | -2
CCOC(=O)c1c(NC(C)=O)sc2c(OC)cccc12 | 4
CCOc1cc(C)c(C(C)C)cc1S(=O)(=O)N1CC(C)OC(C)C1 (configuration not stated) | -1
CC(C)CCOc1ccc(C(CC(N)=O)C(=O)O)cc1 (configuration not stated) | -9
CC(C)C(CCNC(=O)CC(Cc1ccccc1)c1ccco1)c1ccco1 (configuration not stated) | -11
COc1cccc(Oc2cnc(N)nc2-c2ccc(OC)cc2O)c1 | 3
CCN(CC)C(=O)COc1ccc(CC(=O)O)cc1OC | -4
CC1(C)CC(=O)C2=C(C1)N=C1c3ccccc3C(=O)C1C2c1ccc(Cl)cc1 (configuration not stated) | 5

(list continues)
SMILES | RAD54 branch
Cc1cc(C)cc(OCc2nc3ncc(Br)cc3[nH]2)c1 | 6
O=C(NC1(C(F)(F)F)N=C2SCCN2C1=O)c1ccccc1 (configuration not stated) | 2
CCOc1cccc(C2C(C(=O)c3ccc(C)o3)=C(O)C(=O)N2Cc2ccncc2)c1 (configuration not stated) | 9
COc1ccccc1Oc1coc2cc(OC(=O)N3CCOCC3)ccc2c1=O | 3
CN1CCCN(S(=O)(=O)c2ccc3c(c2)OCCO3)CC1 | 2
CCOCCCNC(=O)C1CCCN1S(=O)(=O)c1ccc(Cl)cc1 (configuration not stated) | -15
COc1ccc(OC)c(S(=O)(=O)N(C)CC(=O)N2CCN(c3cccc(Cl)c3)CC2)c1 | -6
NC(=O)c1ccc(NC(=O)CCCN2C(=O)c3ccccc3C2=O)cc1 | -1
O=C(Cc1ccc(Cl)c(Cl)c1)OCC(=O)c1ccc[nH]1 | -8
COc1ccc(N2C(=O)/C(=C/c3ccc([N+](=O)[O-])cc3)C=C2c2ccccc2)cc1 | 4
COc1cc2c(cc1OC)CN(Cc1cccs1)CC2 | 9
O=C(NCc1ccc2c(c1)OCO2)c1ccc(N2C(=O)C3CCCCC3C2=O)cc1 (configuration not stated) | 5
CC1(C)CC(NC(=O)CC2CCCCC2)CC(C)(C)N1 | -2
Cc1ccc(C)c(S(=O)(=O)N2CCN(C(=O)Cn3c(C(F)(F)F)nc4ccccc43)CC2)c1 | 5
Cc1cc(N2CCN(C)CC2)nc2ccc(NC(=O)c3ccc(Br)o3)cc12 | 14
CCOCC(=O)Nc1c(C(=O)Nc2ccc(OC)cc2OC)oc2ccccc12 | 4
CCOC(=O)N1CCC(NC(=O)CCC(=O)N2CC(C)Oc3ccc(Cl)cc32)CC1 (configuration not stated) | 4
C=CCOc1ccc2cccc(/C=N/NC(=O)c3cc4cc([N+](=O)[O-])ccc4s3)c2c1 | 19
Cc1cccc(C)c1NC(=S)NN1CCN(C)CC1 | -2
Cc1ccc(NC(=O)COc2ccccc2)c(NC(=O)c2ccccc2C)c1 | 2
Cc1ccc(N2CC(C(=O)N3CCc4ccccc4C3)CC2=O)cc1 (configuration not stated) | -5
COc1cc2c(cc1NC(=S)Nc1cccc3ccccc13)oc1ccccc12 | -2
CCOC(=O)c1[nH]c(C)c(/C(O)=C2\C(=O)C(=O)N(CCN3CCOCC3)C2c2cccs2)c1C (configuration not stated) | -11
Cc1c(C#N)c2ncn(CCCN(C)C)c(=O)c2n1-c1ccccc1 | -2
Cc1[nH]c(=O)c(C(=O)/C=C/c2ccccc2)c2c1CCCC2 | 13
COc1cc(CNn2c(C)n[nH]c2=S)cc(Cl)c1OCc1ccc(F)cc1 | 4
CS(=O)(=O)N(CC(=O)N1CCC(C(N)=O)CC1)c1ccc(Cl)c(C(F)(F)F)c1 | 0

Source: PubChem BioAssay (Broad Institute)
